HTR5A ag: activates human HTR5A in OPRM1-OPRD1 agonist counter-screen; P47898; HTR5A agonist assay, luminescence, cell-based; activation, % at 9.3 µM; 340,000 compounds, 0.61% hits; AID 504692; in the data active means activation mostly above about 9.5%, no sharp cut-off; inactive means mostly below about 7.6%;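 further: 0% = cells with vehicle only and 100% = reference agonist; strong numbers were not always called active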
Target sequence (P47898 whole entry, looked up): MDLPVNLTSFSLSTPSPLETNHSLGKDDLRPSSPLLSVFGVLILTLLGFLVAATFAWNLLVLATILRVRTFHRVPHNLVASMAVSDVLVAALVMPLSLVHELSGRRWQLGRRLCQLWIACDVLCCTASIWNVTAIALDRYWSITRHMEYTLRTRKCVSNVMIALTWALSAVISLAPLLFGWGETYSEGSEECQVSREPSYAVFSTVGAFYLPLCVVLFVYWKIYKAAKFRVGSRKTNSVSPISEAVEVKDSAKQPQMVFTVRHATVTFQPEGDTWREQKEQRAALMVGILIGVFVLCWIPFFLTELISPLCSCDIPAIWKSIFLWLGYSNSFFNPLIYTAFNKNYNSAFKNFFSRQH
SR-BI DiI inh: inhibitors of mouse SR-BI mediated HDL lipid uptake. ldlA[mSR-BI] CHO cells, DiI-HDL uptake fluorescence, 3 h. inhibition, % at 12.5 µM. AID 488896. Q61009. 320,000 compounds, 0.96% hits;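 active means mean replicate inhibition of at least 70% and a set share of replicates each scoring 70 or more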;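 further: 0% = median of neutral control wells and 100% = median of positive control wells; values of inactives mirror those of a sister screen read the other way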
Target sequence (Q61009 whole entry, looked up): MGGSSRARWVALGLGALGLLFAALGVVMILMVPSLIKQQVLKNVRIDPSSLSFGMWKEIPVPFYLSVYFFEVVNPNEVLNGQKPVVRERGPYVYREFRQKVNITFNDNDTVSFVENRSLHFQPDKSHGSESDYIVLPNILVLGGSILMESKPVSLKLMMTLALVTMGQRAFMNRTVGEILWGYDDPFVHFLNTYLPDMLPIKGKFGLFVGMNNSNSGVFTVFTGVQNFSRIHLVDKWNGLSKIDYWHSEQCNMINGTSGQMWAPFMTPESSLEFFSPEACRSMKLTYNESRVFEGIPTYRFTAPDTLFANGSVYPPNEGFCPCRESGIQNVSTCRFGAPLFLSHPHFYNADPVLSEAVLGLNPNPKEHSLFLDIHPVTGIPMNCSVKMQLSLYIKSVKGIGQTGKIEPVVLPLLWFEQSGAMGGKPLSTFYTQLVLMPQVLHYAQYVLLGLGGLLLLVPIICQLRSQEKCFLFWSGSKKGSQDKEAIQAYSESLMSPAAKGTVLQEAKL
CDK5 p35 inh: inhibitors of human CDK5/p35 kinase. Q00535+Q15078. AID 488839. Recombinant CDK5/p35, ADP-Glo luminescence, 60 min. inhibition, % at 10 µM. 330,000 compounds, 0.01% hits;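 active means highest replicate inhibition of at least 50% and at least 75% of replicates reaching 50%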;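 further: plate controls were DMSO neutral control for no effect and GW8510 at 10 µM for full effect; many of its hits are not listed in these tables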
PvdQ acylase: blocks Pseudomonas aeruginosa PvdQ acylase activity; AID 488965; purified PvdQ acylase, fluorescence plate reader; inhibition, % at 10 µM; 340,000 compounds, 0.063% hits; in the data active means inhibition above about 30%, passing the limit was not always enough;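 further: 0% = vehicle neutral wells and 100% = reference inhibitor wells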
V-ATPase pHluor: yeast V-ATPase proton transport regulation by pHLuorin. 350,000 compounds, 0.37% hits. S. cerevisiae, pHLuorin cytosolic pH fluorescence. response, % at 10 µM. AID 504577; in the data active means response mostly above about 7.3%, no sharp cut-off; inactive means mostly below about 5.4%; further: actives read high; inactives centre near 0; some compounds called inactive have numbers as strong as hits; reference of the scale not given here
HTR5A inv ctr: counter-screen for OPRM1-OPRD1 inverse agonists: human HTR5A inverse agonism. P47898. 340,000 compounds, 0.083% hits. inhibition, % at 9.3 µM. HTR5A cell line, luminescence. AID 504634; in the data active means inhibition mostly above about 23%, no sharp cut-off; inactive means mostly below about 18%;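 further: 0% = cells with DMSO and 100% = no-cell wells with DMSO; some compounds called inactive have numbers as strong as hits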
MITF TRPM1 HTS: increases MITF-driven TRPM1 promoter luciferase signal; SK-MEL-5 TRPM1-promoter luciferase, 24 h; % of positive control, neutral wells = 0; activation, % at 12.5 µM; AID 588334; 300,000 compounds, 0.75% hits;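 active means mean activation of at least 80% with every replicate also reaching 80%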;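 further: 0% = neutral control wells and 100% = parthenolide positive control wells; values of inactives mirror those of a sister screen read the other way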
Wnt act: Wnt/beta-catenin pathway activation; activation, % at 9.35 µM; AID 743398; Wnt/beta-catenin reporter cell assay, activator, plate reader; 300,000 compounds, 1.2% hits; in the data active means activation above about 30%, passing the limit was not always enough;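 further: 0% = neutral control wells and 100% = positive control wells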
NSD2 inh: NSD2 (human) methyltransferase inhibition | O96028 | NSD2 peptide methylation, AlphaScreen, 120 min | inhibition, % at 12.5 µM | 310,000 compounds, 0.54% hits; in the data active means inhibition above about 50%
dFosB act: mouse delta FosB homodimer activation | 340,000 compounds, 0.99% hits | purified delta FosB, TAMRA-CDK5 oligo fluorescence polarization; percent of positive-control signal above neutral wells | P13346 | activation, % at 25 µM;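 active means mean activation above about 17%, with every replicate also reaching it, limit read from the data, passing the limit was not always enough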;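 further: fluorescence polarization rise as delta FosB binds a TAMRA Cdk5 AP-1 oligo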
* = called active by the depositor; · = not tested or not shown.

SMILES	HTR5A ag	SR-BI DiI inh	CDK5 p35 inh	PvdQ acylase	V-ATPase pHluor	HTR5A inv ctr	MITF TRPM1 HTS	Wnt act	NSD2 inh	dFosB act
COc1ccc(Cl)cc1NC(=O)CN(C)CC(=O)Nc1ccc(Br)cc1	-1	27	0.6	-10	-1	2	0	-3	·	-12
CCOC(=O)N1CCN(C(=O)c2ccc3c(c2)N(Cc2cc(C)ccc2C)C(=O)c2ccccc2S3=O)CC1 (stereo not drawn)	-1	3	0.6	-11	1	0	-7	1	5	-20
CCOc1ccccc1NC(=O)CSc1nnc(-c2ccccc2Cl)n1Cc1ccco1	-7	42	-1.5	4	1	0	0	-2	0	-3
Clc1ccc(Cn2c(/C=C/c3ccco3)nc3ccccc32)cc1	5	19	1.0	-7	2	-11	45	34*	-1	-1
CCOc1ccccc1C(=O)N[C@H](C(=O)NCc1ccccc1)C(C)C	0	2	-0.4	-5	1	-1	-11	0	-1	0
Cc1cc(C)cc(-n2c(C)nc3cc(C(=O)O)ccc32)c1	1	2	-0.4	-6	-2	-4	-1	0	73*	-1
COCCn1c(SCC(=O)Nc2ccccc2C(F)(F)F)nc2ccccc2c1=O	5	-5	0.5	-23	-2	-18	12	-1	-3	-6
CCn1c(SCC(=O)Nc2cc(C)on2)nnc1-c1ccc(OC)cc1	4	16	-0.5	0	-7	-9	0	2	1	-1
CCNC(=S)NCc1ccc2[nH]c(C)cc2c1	6	16	-2.7	-8	-2	-19	·	-1	·	-3
O=C(Nc1ccc(NC(=O)c2cccs2)c(Cl)c1)c1ccco1	-2	39	0.7	-1	-2	4	-1	-1	-2	-11
CCOC(=O)C1=C(C)Nc2nc(SCC)[nH]c(=O)c2C1c1ccncc1 (stereo not drawn)	1	2	0.4	10	9	-40	-4	0	·	-5
N#Cc1c(OCC(=O)c2ccccc2)nc2c(c1-c1ccco1)CCc1ccccc1-2	5	9	-1.8	-18	-1	-6	-4	·	4	-3
COC(=O)c1ccc2c(c1)S(=O)(=O)NC(=NCc1ccco1)S2	1	-12	-1.9	2	3	-14	-1	·	0	2
NC(CSS(=O)(=O)O)=NCCC12CC3CC(CC(O)(C3)C1)C2	4	-13	2.5	-35	-4	-10	45	5	28	0
O=C(COc1ccccc1)NC(=S)Nc1cccc([N+](=O)[O-])c1	4	-23	-0.2	-11	1	2	12	·	0	-7
O=C(CCn1nnc2ccccc21)OCC(=O)c1ccc([N+](=O)[O-])cc1	-3	-8	0.5	-14	3	-1	-6	1	3	7
Oc1ccc2ccccc2c1C=NC1CCCCC1	0	5	1.3	-5	4	0	-16	-2	27	-13
Fc1ccc(-n2cc(CNCCc3ccccn3)c(-c3ccccc3Cl)n2)cc1	-2	-5	3.9	-11	2	4	2	-3	3	5
COc1ccccc1CNC(=O)COC(=O)c1cccc(S(=O)(=O)N2CCCCC2)c1	0	-13	-2.3	17	3	-1	-5	1	-1	-5
CCN(C(=O)COC(=O)c1nc2nc(C)cc(C)n2n1)C1CCS(=O)(=O)C1 (stereo not drawn)	0	4	-1.3	-10	3	6	19	4	-3	4
CN(c1ccccc1)S(=O)(=O)c1cc(C(=O)OCC(=O)N2CCN(C(=O)c3ccco3)CC2)ccc1Cl	3	15	3.8	-9	-3	-8	-42	-1	-4	-21
C=CCC(CC=C)(C(N)=O)c1ccccc1	-2	·	0.5	-10	3	-3	9	1	5	-11
CN(C(=O)COC(=O)CNC(=O)c1ccc2ccccc2c1)c1c(N)n(Cc2ccccc2)c(=O)[nH]c1=O	2	-29	-0.7	-5	-1	12	-9	3	1	-9
Cc1ccc(-c2nnc(SCC(=O)NC3CCCC3)n2C)cc1	0	-12	-1.3	-11	0	3	-3	-1	·	-1
O=C(Nc1ccc(Cl)c(Cl)c1)N(Cc1cccnc1)Cc1ccco1	0	0	-1.0	-7	-1	0	27	-2	-1	-7
Cc1cc(C)c2[nH]c(=O)c(CN(Cc3ccc4c(c3)OCO4)Cc3nnnn3C3CCCC3)cc2c1	9	9	0.8	-7	-1	-25	-7	·	2	-6
COc1ccccc1CNC(=O)CCc1nnc2ccc(NCCCN3CCCC3=O)nn12	1	-5	0.8	-16	-2	-13	-6	-1	-2	-3
O=C(Nc1ccc(F)cc1F)c1cc(Cl)sc1Cl	2	-22	-0.3	-6	-2	-7	25	7	-1	0
C[C@]12C(=O)N(c3ccc(Br)cc3)C(=O)N1[C@H]1c3ccccc3OC[C@@H]1[C@H]2c1ccccc1	11	37	-3.7	-27	2	-30	-2	-7	·	2
CC(C(=O)NCCc1nc2ccccc2[nH]1)n1cc([N+](=O)[O-])cn1 (stereo not drawn)	1	-29	-0.3	-4	-2	6	-10	-1	-3	6
O=C(NCCN1CCOCC1)c1sc2ccccc2c1Cl	·	0	0.6	-8	-3	·	16	-1	0	-5
Cc1ccnc(NS(=O)(=O)c2ccc(NC(=O)/C=C/c3cccs3)cc2)n1	0	-8	0.4	17	2	-1	2	-2	-1	-6
CCOC(=O)c1ccc(NC(=O)c2cc(C)nc3ccccc23)cc1	5	14	-0.4	-3	6	-8	-4	-1	-6	16
CN(Cc1ccccc1)C(=O)c1ccc(NC(=O)Cc2cccc(NC(=O)C3CCCN(C(=O)C4CCCC4)C3)c2)cc1 (stereo not drawn)	-2	50	-0.3	4	1	-8	-12	-6	·	-6
Cn1c(=O)cc(OCCCC(=O)N2CCCCC2)c2ccccc21	-2	10	1.5	-11	0	-24	0	7	-2	-11
COc1ccc(S(=O)(=O)N2CCOC2CNC(=O)C(=O)NCCc2ccccc2)cc1 (stereo not drawn)	-1	-5	-0.9	0	8	5	-5	-4	·	-8
CC(C)NC(=O)CN1C(=O)NC(CCc2ccccc2)C1=O (stereo not drawn)	-5	5	0.3	3	1	11	4	0	1	8
O=[N+]([O-])c1cncc([N+](=O)[O-])c1Nc1cccc(O)c1	2	8	1.2	-12	2	-15	·	2	2	-6
CCCCNC(=O)c1ccc(NC(=O)C2CCCO2)cc1 (stereo not drawn)	2	-3	1.5	0	-1	-4	2	1	9	-5
CCOC(=O)C1C(=O)OC(C)(C)C1C(C)C(=O)c1ccc(C)cc1C (stereo not drawn)	10	34	-1.3	5	2	11	-16	0	0	-10
COc1cccc2c1nc(C)c1cc(C)oc12	-15	-1	-5.3	-5	11*	24	31	·	19	-8
COC(=O)c1sc(C(F)(F)F)c(-c2ccccc2)c1S(=O)(=O)N1CCOCC1	-2	-7	-2.3	-16	2	0	·	-5	11	-10
O=C(COC(=O)c1ccccc1NS(=O)(=O)c1ccc(Cl)cc1)NCc1ccccc1	-5	9	0.3	4	-3	12	-4	·	-3	4
Cc1nc2c3ccccc3n(CC#N)c(=O)n2n1	0	-1	1.0	-14	-1	0	-19	0	·	-5
CCC(=O)NNc1cc(=O)c2c(=O)n(C)c(=O)n(C)c2[nH]1	0	-26	0.2	-9	0	0	-10	·	0	2

Quoted at random: three entries already listed.
SMILES	HTR5A ag	SR-BI DiI inh	CDK5 p35 inh	PvdQ acylase	V-ATPase pHluor	HTR5A inv ctr	MITF TRPM1 HTS	Wnt act	NSD2 inh	dFosB act
CN(Cc1ccccc1)C(=O)c1ccc(NC(=O)Cc2cccc(NC(=O)C3CCCN(C(=O)C4CCCC4)C3)c2)cc1 (stereo not drawn)	-2	50	-0.3	4	1	-8	-12	-6	·	-6
COc1cccc2c1nc(C)c1cc(C)oc12	-15	-1	-5.3	-5	11*	24	31	·	19	-8
Cc1nc2c3ccccc3n(CC#N)c(=O)n2n1	0	-1	1.0	-14	-1	0	-19	0	·	-5

Next part.
SMILES	HTR5A ag	SR-BI DiI inh	CDK5 p35 inh	PvdQ acylase	V-ATPase pHluor	HTR5A inv ctr	MITF TRPM1 HTS	Wnt act	NSD2 inh	dFosB act
COc1cc(CNc2ccc(O)cc2)cc(Br)c1OCc1ccccc1F	2	23	-0.9	-2	-4	-8	-11	·	5	-7
O=C(NCc1ccco1)/C(=C\c1cccs1)NC(=O)c1ccccc1	2	26	-1.0	-13	-2	-4	2	0	-2	1
CCOc1ccc(-c2nc(N)ncc2Oc2ccccc2Br)c(O)c1	1	3	-1.3	-22	2	22	13	·	-6	-4
COC(=O)c1ccccc1NC(=O)Cn1c(SC)c(F)cnc1=O	1	-15	-1.0	-13	-1	-8	17	·	0	-6
COc1ccc(N(C(=O)COc2cccc(C)c2)S(=O)(=O)c2ccc(C)cc2)cc1	6	-42	1.9	-3	4	-9	6	·	1	-13
CC1CCN(S(=O)(=O)c2ccc3c(ccn3CCC(=O)N3CCCCC3)c2)CC1	3	-29	-1.1	2	1	-13	-10	0	-2	-10
O=C(NNC(=O)c1cccnc1SCc1cccc([N+](=O)[O-])c1)c1ccccn1	0	-25	2.5	9	-4	7	-41	1	-12	-9
CCOc1ccc(-c2nnc3ccc(SC(C)C)nn23)cc1	10	12	-1.6	-4	-2	-28	6	0	·	-37
Cc1cc(C)c(S(=O)(=O)Nc2cccc3nsnc23)c(C)c1	-8	-4	-2.7	-8	5	18	2	·	0	3
CN(CC(=O)Nc1cccc(F)c1)CC(=O)Nc1cc(S(=O)(=O)N2CCOCC2)ccc1Cl	-5	24	3.7	-9	2	12	9	-3	-2	1
CCSc1nnc(-c2ccncc2)o1	2	-13	0.2	-6	1	-12	·	2	-1	4
Cc1ccc(S(=O)(=O)/N=C2\C=C(Nc3cccc(C(=O)O)c3)C(=O)c3ccccc32)cc1	0	-19	2.9	-9	-93	-1	-2	-1	172*	-9
COc1ccc(S(=O)(=O)N2CCN(CC(=O)NC(Cc3ccccc3)C(C)=O)CC2)cc1 (stereo not drawn)	-6	-42	-1.6	-14	3	-13	4	9	8	-1
COc1cc2cc3c(N)c(C(=O)Nc4sc(C)c(C)c4C#N)sc3nc2cc1OC	7	11	1.5	10	4	-10	-1	·	38	-1
CCNC(=O)CN(c1ccccc1)S(=O)(=O)c1ccc(Cl)cc1	0	-27	1.2	-2	-8	-4	-8	-2	-5	4
Cc1cccc2cc(CN(Cc3cccs3)S(=O)(=O)c3ccc4c(c3)OCCO4)c(=O)[nH]c12	1	-6	2.7	8	0	-25	4	·	13	9
CC(C)(C)c1ccc(C(=O)C2CCCN(C(=O)CN3CCCC3=O)C2)cc1 (stereo not drawn)	5	-10	2.0	-8	-4	18	21	-4	11	-5
Cc1onc(-c2ccccc2Cl)c1C(=O)N1CCc2ccccc2C1	0	3	-3.3	-12	-2	-25	7	·	-2	-1
COc1ccc(C(=O)NCC(c2ccco2)N2CCc3ccccc32)cc1OC (stereo not drawn)	3	20	-1.8	-17	-6	1	-6	0	4	-2
Nn1c(C2CCCCC2)nc2ccccc2c1=O	-3	·	-3.4	-20	0	2	9	3	-9	-3
COCCNC(=S)NNC(=O)c1ccc(-n2cnnn2)cc1	-2	11	-0.9	-11	0	6	0	1	-1	-11
O=C(Nc1ccc(Cl)cc1)Nc1nc(-c2sccc2Br)cs1	1	59	0.7	-13	6	-2	4	·	1	27*
O=C(Cn1nc(C(=O)O)c2ccccc2c1=O)Nc1ccc(Br)cc1	-3	·	-1.1	11	0	8	·	-2	·	5
OCCC1CN(Cc2cccc3nonc23)CCN1C1CCCCC1 (stereo not drawn)	0	-24	0.8	5	-3	0	1	0	5	3
COc1ccc(Nc2nc(-c3c(C)nc4ncccn34)cs2)cc1	3	35	-0.8	-10	-1	-8	-35	-2	6	-17
COC(=O)CN(C)C(=O)c1ccc2nc(Cc3cccc(Cl)c3)oc2c1	2	-7	-0.6	-3	-2	20	107*	23	-1	3

This is a random part of the collection, and some 5% of all compounds hit somewhere here.
